phage Ecoli inh = E. coli growth loss with phage present | growth absorbance | inhibition, % at 11.9 µM | 360,000 tested, 0.26% active | AID 651602; in the data active means inhibition above about 11%
PKA-R2B activ = PKA-R2B complex activation | P22694+P31323 | PKA-R2B holoenzyme dissociation, Cy5-IP20 fluorescence polarization; R2B truncated from residue 108, S112A mutant; 0% DMSO only, 100% 113 µM cGMP | activation, % at 11.4 µM | 340,000 tested, 0.079% active | AID 504700;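 active means activation above a cutoff set at the mean over all compounds plus 3 SD, cut at about 18% in these data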;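 further: higher means more holoenzyme dissociation and a rise in polarization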
Target sequence (P31323 whole entry, looked up, other chains not shown, the tested form may be a part): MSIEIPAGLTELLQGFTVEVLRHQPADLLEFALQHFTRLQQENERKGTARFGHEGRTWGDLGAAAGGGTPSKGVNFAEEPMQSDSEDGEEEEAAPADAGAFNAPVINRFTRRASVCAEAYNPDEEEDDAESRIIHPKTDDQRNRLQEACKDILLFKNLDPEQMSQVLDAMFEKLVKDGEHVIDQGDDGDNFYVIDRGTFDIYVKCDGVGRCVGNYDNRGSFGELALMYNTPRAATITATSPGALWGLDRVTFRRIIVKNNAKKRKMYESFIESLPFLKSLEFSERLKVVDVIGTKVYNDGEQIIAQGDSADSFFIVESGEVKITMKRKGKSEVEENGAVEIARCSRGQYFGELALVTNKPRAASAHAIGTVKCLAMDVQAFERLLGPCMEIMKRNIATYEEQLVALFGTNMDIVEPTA
HTR5A ag = HTR5A agonism, opioid heterodimer counter-screen; P47898; HTR5A agonist assay, luminescence, cell-based; activation, % at 9.3 µM; 340,000 tested, 0.61% active; AID 504692; in the data active means activation mostly above about 9.5%, no sharp cut-off; inactive means mostly below about 7.6%;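 further: 0% = cells with vehicle only and 100% = reference agonist; strong numbers were not always called active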
Tat export inh = E. coli Tat transport inhibition; inhibition, % at 10 µM; AID 488895; E. coli MC4100 TorA-mCherry Tat export, fluorescence; 340,000 tested, 0.036% active;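 active means mean replicate inhibition at least 50% and at least half of replicates individually reaching 50%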;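 further: exported cargo escapes ClpAP degradation while cytoplasmic cargo is degraded and loses fluorescence; 0% = median of neutral control wells and 100% = median of NaSCN control wells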
CDK5 p35 inh = CDK5/p35 (human) kinase inhibition; Q00535+Q15078; Recombinant CDK5/p35, ADP-Glo luminescence, 60 min; inhibition, % at 10 µM; 330,000 tested, 0.01% active; AID 488839;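 active means highest replicate inhibition of at least 50% and at least 75% of replicates reaching 50%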;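 further: plate controls were DMSO neutral control for no effect and GW8510 at 10 µM for full effect; many of its hits are not listed in these tables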
Target sequence (Q00535 whole entry, looked up): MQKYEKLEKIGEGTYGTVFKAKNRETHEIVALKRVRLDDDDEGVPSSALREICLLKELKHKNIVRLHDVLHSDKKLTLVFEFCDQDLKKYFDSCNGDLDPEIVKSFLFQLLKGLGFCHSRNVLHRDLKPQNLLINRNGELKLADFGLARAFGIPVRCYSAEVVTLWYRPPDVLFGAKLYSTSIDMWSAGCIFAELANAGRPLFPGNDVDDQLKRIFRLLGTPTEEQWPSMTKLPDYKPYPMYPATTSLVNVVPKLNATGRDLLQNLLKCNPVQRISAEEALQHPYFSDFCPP
Target sequence (Q15078 whole entry, looked up): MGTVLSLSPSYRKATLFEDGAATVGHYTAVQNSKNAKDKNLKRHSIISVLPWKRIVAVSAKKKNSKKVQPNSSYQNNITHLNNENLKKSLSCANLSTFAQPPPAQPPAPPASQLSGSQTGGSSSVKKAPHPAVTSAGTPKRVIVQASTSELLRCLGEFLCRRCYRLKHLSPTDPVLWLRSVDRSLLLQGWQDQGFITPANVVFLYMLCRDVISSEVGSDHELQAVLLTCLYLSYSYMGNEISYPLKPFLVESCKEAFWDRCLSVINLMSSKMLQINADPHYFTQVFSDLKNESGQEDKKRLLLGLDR
DAGLB inhibitor = blocks human DAGLB lipase activity; HEK293T DAGLB membrane lysate, EnzChek fluorogenic substrate; Q8NCG7; inhibition, % at 5.17 µM; 340,000 tested, 0.059% active; in the data active means inhibition above about 34%;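 further: 0% = enzyme with vehicle and 100% = wells lacking enzyme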
PKA-R1A act = activates the PKA-R1A holoenzyme complex; PKA-R1A dissociation, Cy5-IP20 fluorescence polarization; scaled: DMSO 0%, 113 µM cGMP 100%; P00514+P68181; 340,000 tested, 0.083% active; activation, % at 11.4 µM; AID 504707;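 active means percent activation above the mean of all tested compounds plus 3 SD, cut at about 19% in these data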;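 further: higher means more PKAc released from R1A so a rise in polarization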
HTR5A inv ag = inverse agonist of human HTR5A in OPRM1-OPRD1 counter-screen; P47898; HTR5A cell line, luminescence, inverse agonism; inhibition, % at 9.3 µM; 340,000 tested, 0.083% active; AID 504634; in the data active means inhibition mostly above about 23%, no sharp cut-off; inactive means mostly below about 18%;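 further: 0% = cells with DMSO and 100% = no-cell wells with DMSO; some compounds called inactive have numbers as strong as hits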
AddAB inh = less growth of phage-infected E. coli with AddAB | 330,000 tested, 0.29% active | E. coli expressing H. pylori AddAB, absorbance growth | inhibition, % at 11.9 µM; in the data active means inhibition above about 12%;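 further: 0% = vehicle wells of infected cells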
Ecoli viability = reduces bacterial viability in AddAB counter-screen; E. coli V3065 growth, OD600 absorbance, 18 h; inhibition, % at 11.9 µM; 330,000 tested, 0.27% active;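 active means inhibition above the campaign's mean inhibition across all tested compounds plus 3 SD, cut at about 9.9% in these data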;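 further: uninfected addAB+ strain grown without phage in ampicillin broth; 0% = DMSO wells and 100% = ciprofloxacin 0.95 µg/ml wells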
SUMO Mot1 rescue = SUMOylation pathway inhibition by Mot1-301 growth rescue. S. cerevisiae Mot1-301 growth rescue, ATP luminescence, 38.5C; percent above DMSO median, 100 means doubled. growth rescue, % at 18.8 µM. 320,000 tested, 1% active. AID 2716;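 active means every valid replicate shows activation above 250% relative to neutral control wells; inactive means the rest, any valid replicate at or below 250%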;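 further: OY570 slx delta 5 strain wells were the positive control but not used for scaling; some compounds called inactive have numbers as strong as hits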
* marks the source's active call; other numbers are inactive results; nt = not tested or not shown.

SMILES | phage Ecoli inh | PKA-R2B activ | HTR5A ag | Tat export inh | CDK5 p35 inh | DAGLB inhibitor | PKA-R1A act | HTR5A inv ag | AddAB inh | Ecoli viability | SUMO Mot1 rescue
CC(C)CCNC(=O)C1c2ccccc2Oc2ccccc21 | -0.6 | -1 | 3 | 9 | 0.1 | -3 | 2 | 12 | 1.8 | -1.7 | 32
COc1ccc(OC)c(N(CC(=O)N2CCN(c3cc(Cl)ccc3C)CC2)S(C)(=O)=O)c1 | 0.6 | -16 | 7 | 8 | 0.0 | 2 | -5 | 10 | -0.9 | -3.6 | 129
O=c1cc(NCc2ccc3c(c2)OCO3)[nH]c(=O)n1-c1ccc(Cl)cc1 | 1.3 | 0 | -2 | -6 | 0.4 | 2 | -13 | 0 | 0.9 | 0.8 | 6
CC(C)CN(C(=O)CCCOc1ccc(Cl)cc1Cl)c1c(N)n(Cc2ccccc2)c(=O)[nH]c1=O | 2.5 | -16 | -3 | -2 | 0.4 | 11 | -5 | 6 | -0.7 | -0.7 | 16
COc1ccc(-c2cc(=O)oc3c(C)c(OCC(=O)NCCCn4ccnc4)ccc23)cc1 | 2.8 | -5 | 2 | 1 | -2.1 | -2 | 2 | 19 | 3.5 | -0.5 | -4
O=C(CCc1ccccc1)NNC(=O)c1ccccc1Br | 1.3 | 1 | 1 | 12 | 0.0 | 0 | 9 | -8 | 1.2 | -1.7 | -10
O=C1CC(c2ccco2)Cc2nc(Nc3ccc(F)cc3)ncc21 (stereo not drawn) | 0.2 | -14 | -1 | 6 | -1.4 | -4 | -13 | 1 | 0.3 | -0.3 | 1
COc1cc2cc(CN(C(=O)NC3CCCCC3)C3CCCC3)c(=O)[nH]c2cc1OC | 2.3 | -1 | 0 | 3 | 0.4 | 1 | -3 | -31 | 0.7 | 2.0 | -9
C=C(C)Cn1c(N2CCCC2)nc2c1c(=O)n(C)c(=O)n2C | 3.3 | -3 | -1 | 0 | 0.7 | 1 | -1 | 3 | 1.8 | -0.2 | -18
CC(C)(C)c1ccc(C(=O)NCCC(=O)N2CCCC2)cc1 | 0.0 | 0 | 7 | 0 | -1.3 | 0 | 8 | -12 | 1.8 | 0.8 | 0
Cc1cccc(OCC(O)CN2CC3(C)CC2CC(C)(C)C3)c1 (stereo not drawn) | 3.4 | 5 | -1 | -8 | -0.3 | -1 | -9 | 3 | 2.5 | 0.2 | 2
C[n+]1ccn(CC(=O)c2cc(C(C)(C)C)c(O)c(C(C)(C)C)c2)c1 | -0.6 | -5 | 4 | 2 | 1.6 | 0 | -4 | -32 | 2.8 | -0.9 | -11
O=C(NCCCN1CCCCC1)C1(S(=O)(=O)c2ccc(Cl)cc2)CC1 | 4.0 | 0 | 9 | 0 | -1.0 | -1 | -2 | -26 | 2.6 | 1.3 | 23
c1ccc(-c2cc(-c3ccccc3)[nH]n2)cc1 | 3.1 | 3 | 4 | 21 | -0.8 | -6 | 2 | -13 | 1.8 | -0.8 | 15
CCCc1cc(=O)[nH]c(SCC(=O)Nc2nc3ccc(OCC)cc3s2)n1 | 0.9 | -10 | -5 | 2 | 0.1 | 2 | -20 | 13 | 1.6 | -0.8 | 7
CNS(=O)(=O)c1cc(NC(=O)c2cnc(SC)n2-c2ccccc2)ccc1C | 0.2 | -11 | 4 | -9 | -1.0 | 2 | 1 | -8 | 2.2 | -3.6 | -13
CCCCCn1c(=N)c(S(=O)(=O)c2ccc(Br)cc2)cc2c(=O)n3cccc(C)c3nc21 | 0.0 | 1 | 2 | -1 | -1.4 | 0 | 13 | -19 | 1.7 | 0.1 | 4
Cn1c(-c2ccc3c(c2)OCO3)cc(=O)c2ccccc21 | 2.2 | 0 | 0 | 8 | 1.0 | 3 | 2 | 17 | 4.0 | -1.0 | -16
Cc1cc(OCC(=O)NCc2ccccn2)c2c(C)c(C)c(=O)oc2c1 | 0.0 | 8 | 2 | -2 | -0.1 | -1 | 3 | -8 | 0.1 | -2.6 | 3
COCCNC(=O)C1CC(=O)N(C2CCCCC2)C1 (stereo not drawn) | 0.6 | -9 | -3 | 1 | -0.8 | -2 | -12 | 14 | -1.9 | -1.4 | -12
CCCn1c(N)c(N(CCOC)C(=O)/C=C/c2cccc(Cl)c2)c(=O)[nH]c1=O | 2.3 | -1 | 0 | 5 | 1.0 | 0 | 5 | 0 | 0.2 | -1.4 | -7
Cc1cc(C)n(-c2ccc(C(=O)Nc3nnc(C)s3)cc2)n1 | 3.0 | 9 | -7 | -2 | 2.3 | 0 | -19 | 17 | 1.3 | 0.2 | 4
COc1ccccc1N(CC(=O)Nc1ccccc1C)S(C)(=O)=O | 0.5 | 3 | 0 | -2 | -2.1 | -1 | 6 | -9 | 3.1 | 0.9 | -13
COc1ccc(C(CNC(=O)c2ccc(Cl)c(NC(=O)c3cccs3)c2)N2CCCC2)cc1 (stereo not drawn) | 4.3 | -5 | 0 | 8 | -0.2 | 1 | -9 | 1 | 1.4 | -2.3 | 314
CCCC(=O)Nc1ccc(Nc2ccccc2)cc1 | 3.8 | -12 | -1 | -4 | 0.4 | 0 | -4 | 4 | 2.4 | 1.3 | -16
O=C(Nc1nnc(S(=O)(=O)N2CCCCCC2)s1)c1ccccc1 | 3.3 | -4 | 5 | -1 | 0.9 | 1 | -4 | -16 | 0.7 | 2.0 | 1
CCn1ncc(C2=NOC(C(=O)Nc3cccc(O)c3)C2)c1C (stereo not drawn) | 2.8 | -7 | 0 | 0 | 1.1 | 0 | -5 | 1 | 3.0 | 4.0 | 10
Cc1ccc(NC(=O)CCC(=O)N/N=C/c2coc3ccccc3c2=O)cc1 | 1.9 | -4 | -2 | -4 | 0.1 | -2 | -6 | 2 | -0.7 | 0.2 | 3
CCCC(CCC)C(=O)Nc1cccc(C(=O)O)c1 | nt | -4 | -1 | 3 | 1.1 | 2 | 2 | -2 | 1.1 | -2.0 | -8
Cc1ccc(Cl)cc1NC(=O)CSc1nncn1-c1ccccn1 | 1.5 | -7 | 2 | 1 | -0.7 | 0 | 6 | 1 | 1.0 | -0.8 | -11
O=C(Nc1ccc(OC(F)(F)F)cc1)C1CCCN(C(=O)c2ccc(Cl)cc2)C1 (stereo not drawn) | 0.0 | 6 | -5 | -2 | 0.9 | -4 | -18 | 12 | 1.9 | 1.8 | 11
CN1C(=O)c2ccccc2C(C(=O)O)C1c1cccc(F)c1 (stereo not drawn) | 1.4 | 0 | -1 | 2 | 1.7 | -1 | -11 | -3 | 0.5 | -0.5 | 15
Fc1ccccc1N1CCN(CC2CC3C=CC2C3)CC1 (stereo not drawn) | -2.8 | -6 | 2 | -3 | 0.5 | -5 | -4 | -21 | 0.0 | -0.8 | 27
CC(C)c1ccc(NC2CCCN(C(=O)c3ccc(Cn4cnnn4)cc3)C2)cc1 (stereo not drawn) | 0.4 | -9 | 3 | -17 | nt | 1 | -8 | -33 | 3.0 | 1.2 | -7
COc1ccc(C(=O)Nc2ccccc2-c2nnn(CC(N)=O)n2)cc1 | 1.1 | -2 | -1 | 5 | 3.1 | 0 | -1 | 16 | nt | nt | nt
O=C(COCc1ccccc1)N[C@@H]1c2ccccc2CC[C@H]1OCc1ccccc1 | 3.9 | -9 | 0 | 15 | -1.8 | -5 | -13 | -2 | 0.9 | 2.1 | nt
S=C(NCc1ccc2c(c1)OCO2)NC1CC1 | 3.8 | -3 | -3 | -5 | -0.7 | 0 | 2 | 5 | -1.3 | 0.7 | -21
O=C(CN1C(=O)C2C3C=CC(C3)C2C1=O)NCCc1ccccc1 (stereo not drawn) | 2.0 | 1 | -1 | 3 | -3.0 | -1 | 2 | 3 | 6.1 | -1.3 | -12
CC1(C)CC(=O)C2=C(C1)Nc1ccccc1NC2c1ccccc1F (stereo not drawn) | 1.9 | 7 | -1 | -2 | 2.9 | -4 | -2 | -11 | 0.7 | -0.6 | -5
Cc1ccc(S(=O)(=O)N2CCC(C(=O)Nc3ccccc3N3CCCCC3)CC2)cc1 | 5.6 | -10 | -2 | -2 | 1.4 | -9 | 9 | 6 | -0.3 | 0.2 | -7
CCCC/C=C/C(NC(=O)CCc1ccccc1)c1ccccc1 (stereo not drawn) | 0.6 | 0 | 1 | 7 | 1.1 | -15 | 6 | 13 | 2.2 | -1.3 | 32
COc1ccc(NC(=O)CCNC(=O)Cn2cnc3sc4c(c3c2=O)CCCC4)c(OC)c1 | 3.1 | 13 | -4 | 5 | -0.3 | 1 | 3 | 12 | 4.8 | 1.4 | -12
Cc1ccc(S(=O)(=O)Nc2ccccc2C(=O)Nc2ccc(S(=O)(=O)Nc3nccc(C)n3)cc2)cc1 | 2.5 | -9 | -1 | 5 | -0.4 | 10 | 2 | 5 | -0.5 | -2.7 | -7
COc1ccc(N2CCN(C(=O)CNC(=O)Cc3ccc(Cl)cc3)CC2)cc1 | 1.6 | 3 | -6 | 10 | -1.1 | 0 | -1 | -23 | -1.8 | 0.2 | 410*
O=C(NC(=S)Nc1ccc2[nH]ncc2c1)c1ccccc1 | 2.6 | 1 | 6 | 5 | 4.9 | -2 | 6 | -18 | 2.7 | 0.8 | 12
Cc1ccc(C(NC(=O)N2CCOCC2)C(Cl)Cl)cc1F (stereo not drawn) | 4.3 | 22* | 2 | -11 | 0.1 | 2 | -11 | -7 | -1.8 | -0.3 | 244
CCOC(=O)N1CCN(C(=O)CSc2nnc(-c3ccc(C(C)(C)C)cc3)o2)CC1 | 3.6 | -8 | -4 | -17 | 0.5 | -5 | 1 | 11 | 2.2 | 0.3 | 30
Cc1c(Cl)cccc1N1C(=O)CC(NNC(=O)c2cccnc2)C1=O (stereo not drawn) | 2.5 | -4 | 0 | -10 | 1.5 | 3 | 4 | -1 | -2.7 | -2.8 | -9
COc1ccc(/C=C/C(=O)OCC(=O)c2c[nH]c3ccccc23)cc1 | 3.9 | 3 | -2 | -16 | 0.9 | -2 | 16 | 6 | 0.6 | -0.9 | -2
CCCCOC(=O)n1c(=O)oc2ccc(S(=O)(=O)N3CCCCC3)cc21 | 1.4 | -3 | 3 | 7 | -4.5 | 1 | -2 | -4 | -0.2 | -1.0 | -1
ClC1(Cl)CC1CSc1ncn[nH]1 (stereo not drawn) | -0.6 | -2 | 4 | 2 | -0.1 | 2 | -2 | -10 | nt | nt | nt
COc1ccc(-c2noc(CCC(=O)N3CCN(c4cc(C)ccc4C)CC3)n2)cc1 | 3.2 | -1 | 10 | 6 | -0.4 | -3 | -24 | -22 | 2.1 | 1.0 | 38
O=C(NC(=S)Nc1cccc(NC(=O)c2ccccc2)c1)c1cccc([N+](=O)[O-])c1 | -0.6 | -7 | -5 | 0 | -1.6 | -4 | -6 | 14 | 1.0 | -1.7 | 77

Records listed so far that bear a hit mark in PKA-R2B activ.
SMILES	phage Ecoli inh	PKA-R2B activ	Tat export inh	CDK5 p35 inh	DAGLB inhibitor	PKA-R1A act	AddAB inh	SUMO Mot1 rescue
Cc1ccc(C(NC(=O)N2CCOCC2)C(Cl)Cl)cc1F (stereo not drawn)	4.3	22*	-11	0.1	2	-11	-1.8	244

Screening results: PubChem BioAssay, several laboratories
